MKP-3 inhibition – MKP-3 phosphatase inhibitors, primary screen, biochemical, rat enzyme, in vitro (AID 425); 110,000 tested, 0.17% active; recombinant MKP-3 phosphatase activity, fluorescence; higher % means a stronger effect; one-dose inhibition, % at 20 µM; IC50 in µM for titrated hits; in the data active means inhibition above about 50%;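 further: plate controls were vehicle for no effect and reference inhibitor for full effect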
Hsp70 inhibitors – Hsp70 inhibitors, probe displacement, primary screen, biochemical, fluorescence polarization (AID 583) | one-dose displacement, % at 20 µM; IC50 in µM for titrated hits | 140,000 tested, 0.06% active | Hsp70 fluorescence polarization probe displacement, mP; higher % means a stronger effect; in the data active means displacement above about 50%;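 further: plate controls were vehicle for no effect and reference ligand for full effect; a part of the inactive calls stands beside numbers as strong as those of hits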
Numbers without * were called inactive; · = not tested or not shown; & = joins results of further samples.

SMILES | MKP-3 inhibition | Hsp70 inhibitors
O=C(COc1ccccc1)OCc1cc2ccccc2[nH]c1=O | -2% | 3.1%
COc1ccc(NC(=O)Cc2ccccc2OC)c(OC)c1 | 4% | -3.4%
COc1ccc(NC(=O)CN(C)S(=O)(=O)c2ccccc2)cc1 | · | 2.5%
COc1cc(-n2nc(C)c3c2OC(N)=C(C#N)C3c2ccccc2)c(Cl)c(Br)c1O (centres undefined) | -3% | 4.6%
O=C(Nc1ccc(Cl)c(Cl)c1)Nc1nnc(Cc2cccc(Br)c2)s1 | -4% | -2.7%
CC(C)Cn1c(-c2ccco2)csc1=Nc1cccnc1 | · | -7.5%
COc1ccccc1C1C(C(C)=O)=C(O)C(=O)N1CCN(C)C (centres undefined) | 0% | -4.7%
COc1ccc(-c2nnc(NC(=O)c3cccs3)s2)cc1 | -1% | -0.8%
CCCCN(CCCNc1ncnc2nc[nH]c12)c1ccccc1 | 0% | 4.5%
Cc1ccc(-c2csc(NC(=O)c3ccc([N+](=O)[O-])s3)n2)c(C)c1 | 2% | -7.1%
COC(=O)c1ccn(-c2nc(-c3ccco3)cc(C(F)(F)F)n2)n1 | · | 3.6%
Cc1nc2ccccc2c2oc(C(=O)N3CCN(C(=O)c4ccco4)CC3)cc12 | 1% | 6.5%
Cc1c(OCc2ccc(F)cc2)ccc2c1oc(=O)c1ccccc12 | 5% | -1.4%
Cc1cc(C=C2C(=O)NC(=S)NC2=O)c(C)n1-c1ccc(N(C)C)cc1 | 0% | 6.0%
CCN(C(=O)c1cc(OC)c(OC)c(OC)c1)c1ccccc1C | 5% | -2.6%
COc1ccc(C(=O)NCC(=O)OCC(=O)NC(=O)NC2CCCCC2)cc1OC | 2% | 3.4%
CCn1c2ccccc2c2cc(NC(=O)c3ccc(C)c([N+](=O)[O-])c3)ccc21 | 4% | -2.4%
O=C(/C=C/c1c(Cl)cccc1Cl)n1cccn1 | · | 8.2%
CN(C)c1nc2c(c(=O)[nH]c(=O)n2C)n1Cc1ccc(F)cc1 | -8% | 1.0%
CCOC(=O)C1CCC(=O)C=C1N1CCOCC1 (centres undefined) | 1% | -3.2%
Cc1ccc2cc(C(c3nnnn3CC3CCCO3)N3CCc4ccccc4C3)c(=O)[nH]c2c1 (centres undefined) | 6% | 4.7%
Cc1ccccc1OCC(=O)Nc1ccccc1N1CCOCC1 | 4% | -5.0%
CC(C)(C)n1nnnc1C(c1ccncc1)N1CCN(c2ccc(O)cc2)CC1 (centres undefined) | · | -0.2%
CC(C)C(C(=O)Nc1ccc(N2CCOCC2)cc1)N1C(=O)c2ccccc2C1=O (centres undefined) | -11% | 2.6%
COCc1nnc(NC(=O)c2ccc(S(=O)(=O)N3CCCCCC3)cc2)o1 | -7% | 5.3%
CCOC(=O)C1=C(C)Nc2nc3ccccc3n2C1c1ccncc1 (centres undefined) | 1% | -1.1%
O=C(CN1C(=O)NC(Cc2ccccc2)C1=O)NC(=O)NC1CCCCC1 (centres undefined) | 8% | 7.2%
O=C(Nc1ccc(Cl)cc1)N(Cc1nnc2n1CCCCC2)c1ccccc1 | -14% | -2.0%
NS(=O)(=O)c1cccc(NC(=O)COc2ccc(Br)cc2)c1 | 2% | 0.0%
CCOC(=O)C1=NNC(C(=O)c2ccc(C)cc2)C1c1ccc(OC)cc1 (centres undefined) | · | 3.7%
C=CCn1c(SCc2ccc(C(=O)NCCO)cc2)nc2sc(C)c(C)c2c1=O | 4% | -0.8%
CCN(CCNC(=O)Cn1cc2c(n1)CCCC2)c1ccccc1 | -3% | -0.2%
COc1ccc(-c2noc(C3CCCN(C(=O)c4ccccc4OC)C3)n2)cc1OC (centres undefined) | -11% | 9.9%
O=C(NCc1ccc2c(c1)OCO2)c1cccc(N2CCCC2=O)c1 | 16% | ·
CC1CCc2c(sc(NC(=O)c3ccccc3)c2C(N)=O)C1 (centres undefined) | -2% | -1.7%
O=C1CCCN1CCC1CCN(C2CC(=O)N(c3ccc(Cl)cc3)C2=O)CC1 (centres undefined) | -16% | 3.0%
CC(C)(C)c1ccc(O)c(N)c1 | -11% | 4.2%
Cc1c(CCNC(=O)c2ccccc2F)c2ccccc2n1Cc1ccccc1 | 1% | 0.3%
CCOC(=O)c1c(NC(=O)c2ccc(OCC(C)C)cc2)sc(C)c1C | 2% | -2.7%
CN(C)/C=N/c1sc2c(c1C#N)CC(C)(C)NC2(C)C | 1% | -0.9%&-2.1%
CCOC(=O)c1c(C)[nH]c(C)c1C(=O)CSc1nnc(-c2cc(OC)c(OC)c(OC)c2)o1 | -9% | 6.8%
O=C(/C=C/c1ccccc1[N+](=O)[O-])c1ccccc1 | 6% | 4.8%
CCCSC1=C(C#N)C(c2cc(OC)ccc2OC)CC(=O)N1 (centres undefined) | 2% | 1.3%
NC1=NC(=O)/C(=C/c2cccc(OS(=O)(=O)c3ccc([N+](=O)[O-])cc3)c2)S1 | 9% | 2.8%
C/C=C/c1ccc(OCCCNC2CCCC2)c(OC)c1 | · | 1.2%

Reformatted: entries from further up.
molecule	MKP-3 inhibition	Hsp70 inhibitors
COc1ccc(-c2noc(C3CCCN(C(=O)c4ccccc4OC)C3)n2)cc1OC (centres undefined)	-11%	9.9%
CCN(CCNC(=O)Cn1cc2c(n1)CCCC2)c1ccccc1	-3%	-0.2%

Three entries out of the list above, ordered by the number in MKP-3 inhibition, rising.
SMILES | MKP-3 inhibition | Hsp70 inhibitors
COc1ccc(-c2noc(C3CCCN(C(=O)c4ccccc4OC)C3)n2)cc1OC (centres undefined) | -11% | 9.9%
CCCSC1=C(C#N)C(c2cc(OC)ccc2OC)CC(=O)N1 (centres undefined) | 2% | 1.3%
O=C(NCc1ccc2c(c1)OCO2)c1cccc(N2CCCC2=O)c1 | 16% | ·

Back to the main list, repeating the 3 entries before the break.
SMILES | MKP-3 inhibition | Hsp70 inhibitors
CCCSC1=C(C#N)C(c2cc(OC)ccc2OC)CC(=O)N1 (centres undefined) | 2% | 1.3%
NC1=NC(=O)/C(=C/c2cccc(OS(=O)(=O)c3ccc([N+](=O)[O-])cc3)c2)S1 | 9% | 2.8%
C/C=C/c1ccc(OCCCNC2CCCC2)c(OC)c1 | · | 1.2%
Cc1ccc(C)c(NC(=O)CCC2CCCCC2)c1 | 3% | -1.0%
COc1ccc(CN2CCN(C(=O)c3cccs3)CC2)c(OC)c1OC | -5%&8% | -0.3%&-2.1%
O=C(Cc1cccc2ccccc12)Nc1ccc2oc(-c3ccccc3)nc2c1 | · | 2.0%
N#CC1=C(SCC(=O)NC23CC4CC(CC(C4)C2)C3)NC(=O)C(C#N)C12CCCCC2 (centres undefined) | -13% | -3.2%
Cn1cc(-c2nc3ccccc3[nH]2)c2ccccc21 | 0%&4% | -7.0%&-8.2%
CCc1nc(N)c(C#N)c(-c2ccc(F)cc2)c1C | · | 2.4%
Cc1cc2cc(CNC(=O)c3ccc4c(c3)OCO4)ccc2n1C | · | -1.6%
CCNc1nc(Oc2ccc(=O)n(C)n2)nc(N2CCOCC2)n1 | -2% | 4.3%
COc1ccc(CCNC(=O)c2ccc(C(C)(C)C)cc2)cc1OC | 0% | 0.7%
C=CCn1c(SCC(=O)c2ccc(OC)cc2)nc2sc3c(c2c1=O)CCCC3 | 0% | 35%
Cc1cc(-c2nnco2)c(C)n1-c1ccccc1 | 6% | 9.4%
O=C(CSc1nnc(CCCO)n1-c1ccccc1)Nc1nccs1 | -15% | 0.6%
COc1ccc(/C(C)=N/NC(=O)c2ccncc2)cc1[N+](=O)[O-] | 0% | 1.7%
O=C(CN(CC1CCCO1)S(=O)(=O)c1ccc(S(=O)(=O)NCC2CCCO2)cc1)Nc1ccccc1 (centres undefined) | · | -6.6%
O=c1cc(-c2ccccc2)nc2nc(-c3ccccc3)[nH]n12 | -8% | 8.5%
CC(C)Cc1n[nH]c(=O)[nH]1 | -7% | 0.1%
CCN(CC)CCCNC(=O)c1cn(C)c2ccc(S(=O)(=O)N(C)C)cc2c1=O | -6% | 2.6%
O=C(c1ccco1)N1CCN(c2ncnc3scc(-c4ccc(F)cc4)c23)CC1 | · | 3.3%
CCOC(=O)N1CCC2(CC1)C(C#N)=C(N)Oc1c2c(C)nn1-c1cccc(Cl)c1 | -8% | 26%
Cc1ccc2nc(-c3ccc(NC(=S)NC(=O)c4ccco4)cc3)sc2c1 | -8% | -7.9%
C=CCn1nc(C)c(Cc2c(C)nn(CC=C)c2C)c1C | -5% | -0.5%
Cc1cc(C)nc(NS(=O)(=O)c2ccc(NC(=S)NC(=O)CC(C)C)cc2)n1 | · | 1.6%
CCN(CC(=O)Nc1ccc2c(c1)OCCO2)c1nc(-c2cccnc2)nc2ccccc12 | -8% | -7.2%
C=CCN1CC(O)=C(c2ccccc2)C1=N | -12% | 1.6%
Cc1ccc(-n2ncc3c(NCc4ccco4)ncnc32)c(C)c1 | -6% | 5.8%
c1ccc(-c2cn3c(n2)CCc2ccc4cccnc4c2-3)cc1 | · | -3.7%
CCOC(=O)CSC(CC)C(=O)Nc1nnc(CC)s1 (centres undefined) | -8% | -0.7%
O=c1c(-c2ccco2)[n+]([O-])c2ccccc2n1OCc1ccccc1F | · | -2.6%
CN(CCC(=O)Nc1ccc(Br)cc1)Cc1ccccc1 | · | -6.6%
O=C(Nc1cccc(OC(=O)c2ccco2)c1)c1ccco1 | -4% | 6.1%
CCOc1ccc(OCC)c(NC(=O)CSc2nc3c(c(=O)n(C)c(=O)n3C)n2C(C)C)c1 | -2% | 6.3%
CC(=O)Nc1cc2c(cc1C(=O)c1ccccc1)OCCO2 | -13% | 3.0%
O=C(O)c1nn2c(C(F)(F)F)cc(-c3cccs3)nc2c1Cl | -1% | 6.0%
Cc1cccc(-n2c(CCCN3C(=O)c4ccccc4C3=O)nc3ccccc3c2=O)n1 | 4% | -2.0%
Cc1nc2ccccc2nc1N1CCC(C)CC1 | -3% | -0.8%
Cc1ccc(S(=O)(=O)N2CCCC2C(=O)Nc2nc3c(s2)CCCC3)cc1 (centres undefined) | 1% | 0.3%
CCOC(=O)CSC(CC)C(=O)Nc1nnc(C(C)C)s1 (centres undefined) | 1% | 2.5%
CC(C)CCN1CN(S(=O)(=O)c2cccs2)c2nc3ccccc3nc21 | · | 6.1%
CCN(Cc1ccccc1)C(=O)CSc1nc(C)cc2c1C(=O)OC2 | -10% | 2.7%
Cc1cccc(C)c1OCc1n[nH]c(=S)o1 | · | 1.5%
CCOc1ccc(-n2nc3ccc(NC(=S)NC(=O)c4ccco4)cc3n2)cc1 | 4% | 2.2%
O=[N+]([O-])c1ccc2nc(SCCc3ccccc3)sc2c1 | 8% | -2.3%
O=C(CN(c1cccc([N+](=O)[O-])c1)S(=O)(=O)c1ccccc1)N[C@@H]1CCCC[C@H]1O | 0% | -2.0%
Cc1cc([N+](=O)[O-])ccc1NC(=O)C(C)Oc1ccccc1 (centres undefined) | 0% | 0.1%
CCOC(=O)C(CC)n1cnc2c(nnn2-c2ccc(C)cc2)c1=O (centres undefined) | 0% | 3.0%

Record cards (already shown). Screens in order: MKP-3 inhibition	Hsp70 inhibitors
Results for `Cc1nc2ccccc2nc1N1CCC(C)CC1` : -3%	-0.8%
Results for `CCOc1ccc(-n2nc3ccc(NC(=S)NC(=O)c4ccco4)cc3n2)cc1` : 4%	2.2%

(next part)
SMILES | MKP-3 inhibition | Hsp70 inhibitors
CCOc1ccc(-n2c(N)c(-c3nc4ccccc4[nH]3)sc2=S)cc1 | · | -2.6%
CCOc1ccccc1NC(=O)CC1Nc2cc(C)c(C)cc2NC1=O (centres undefined) | -6% | -5.9%
Clc1cc2c(cc1CSc1nc3ncccc3[nH]1)OCO2 | 2% | 2.0%
N/C(Cc1cccs1)=N\OC(=O)COc1ccc(Br)cc1 | · | -4.1%
Cc1cc(=O)oc2c1c(C)nn2-c1ccc(Br)cc1 | 0% | 0.8%
CCN(CC)C(=O)C1CCCN(Cc2cccc(F)c2)C1 (centres undefined) | -10% | -9.6%
O=S(=O)(c1ccc(Cl)cc1)n1cccc1 | 1% | 1.4%
NC(=O)c1c(NC(=O)c2cccs2)sc2c1CCCC2 | 0% | 2.6%
Cc1ccc(OCCOc2cccc(C=O)c2)cc1C | 5% | -1.4%
CCC(=O)c1ccc(O)cc1 | -1% | 0.6%
COC(=O)c1ccc(C(=O)OC)c(NC(=O)COc2cc(C)cc(C)c2)c1 | 5% | -6.8%
Cc1ccc(SCC(=O)N2CC(C)OC(C)C2)cc1 (centres undefined) | -8% | 10%
CCOc1cc(/C=C2\C(=O)NN(c3ccccc3)C2=O)cc(Br)c1O | -4% | -0.2%
O=C(Nc1ccc(Cl)c(Cl)c1)Nc1nnc(-c2ccccc2)s1 | -3% | -1.9%
CON(c1nc(Cl)nc(N(C)C)n1)S(=O)(=O)c1ccccc1Cl | · | -0.8%
COC(=O)C1=NN(c2ccccc2)C2(S1)SC(C(C)=O)=C(C)N2c1ccccc1 (centres undefined) | · | 0.4%
NC1=NC(=O)C2(COC(c3ccccc3Cl)OC2)S1 (centres undefined) | · | 4.2%
CC(=O)c1cccc(NC(=O)c2ccc(N(C)S(C)(=O)=O)cc2)c1 | -8% | 2.9%

An excerpt; the hit share may differ from the screen's.
